# Glyco luc inh = N-linked glycosylation inhibition; actives 0.23% (n = 360,000); reporter increase, % at 12.5 µM; AID 588692; D54 ERlucT glycosylation luciferase reporter, 24 h; percent of 100 nM tunicamycin response;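 active = mean luciferase reporter signal, scaled so untreated is 0 and the glycosylation-blocking control 100, at or above a set limit in every replicate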;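 also: luciferase carries N-glycosylation sites so blocking glycosylation raises the light; 0% = median of neutral control wells and 100% = median of 100 nM tunicamycin wells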
# ABHD5-PLIN5 inh = ABHD5-PLIN5 protein interaction inhibition | Q00G26+Q8WTS1 | Split G. princeps luciferase complementation, luminescence, 4 h | AID 602281 | actives 0.78% (n = 360,000) | inhibition, % at 4 µM;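 active = inhibition above the mean inhibition across every tested compound plus 3 SD, cut at about 22% in these data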;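 also: 0% = DMSO only wells and the 100% control is not disclosed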
# NOD2-RIPK2 inh = NOD2-RIPK2 protein interaction inhibition. O43353. CHO BLA complementation NOD2-RIPK2, CCF4 ratio. inhibition, % at 4.98 µM. actives 0.38% (n = 360,000). AID 624267; in the data active = inhibition above about 21%;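 also: 0% = vehicle only and 100% = reference blocker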
# H9c2 protect = protects H9c2 cardiomyocytes from peroxide injury. H2O2 injury protection, ATPLite, 2 h. protection from H2O2 cell death, % at 20 µM. actives 0.63% (n = 360,000);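 active = compounds giving at least 50% protection of heart cells from peroxide-induced death in the single-dose screen, raw or plate-pattern-corrected value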;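 also: 0% = DMSO wells with peroxide and 100% = DMSO wells without peroxide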
# SRC2 inh = inhibits human steroid receptor coactivator 2; Q15596; HEK293 GAL4-SRC2 luciferase reporter, luminescence; inhibition, % at 9 µM; actives 0.17% (n = 370,000); AID 651957;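 active = inhibition above the mean inhibition of all tested compounds plus 3 SD, set per campaign, cut at about 52% in these data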;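 also: 0% = DMSO treated cells and 100% = cells given Gossypol at 36 µM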
# ABCB6 inh 2 = inhibitors of human ABC transporter ABCB6; Q9NP58; K562-ABCB6 porphyrin accumulation, flow cytometry, 1 h; hits give low values; fluorescence ratio to DMSO, % at 10 µM; actives 0.19% (n = 360,000); AID 602162;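 active = fluorescence ratio to DMSO below 75%, the collection mean minus 3 SD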;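 also: signal is porphyrin accumulated inside mitochondria; 100% equals median channel fluorescence of DMSO control wells; lower ratio means ABCB6 inhibition with less porphyrin fluorescence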
# Target sequence (Q9NP58 whole entry, looked up): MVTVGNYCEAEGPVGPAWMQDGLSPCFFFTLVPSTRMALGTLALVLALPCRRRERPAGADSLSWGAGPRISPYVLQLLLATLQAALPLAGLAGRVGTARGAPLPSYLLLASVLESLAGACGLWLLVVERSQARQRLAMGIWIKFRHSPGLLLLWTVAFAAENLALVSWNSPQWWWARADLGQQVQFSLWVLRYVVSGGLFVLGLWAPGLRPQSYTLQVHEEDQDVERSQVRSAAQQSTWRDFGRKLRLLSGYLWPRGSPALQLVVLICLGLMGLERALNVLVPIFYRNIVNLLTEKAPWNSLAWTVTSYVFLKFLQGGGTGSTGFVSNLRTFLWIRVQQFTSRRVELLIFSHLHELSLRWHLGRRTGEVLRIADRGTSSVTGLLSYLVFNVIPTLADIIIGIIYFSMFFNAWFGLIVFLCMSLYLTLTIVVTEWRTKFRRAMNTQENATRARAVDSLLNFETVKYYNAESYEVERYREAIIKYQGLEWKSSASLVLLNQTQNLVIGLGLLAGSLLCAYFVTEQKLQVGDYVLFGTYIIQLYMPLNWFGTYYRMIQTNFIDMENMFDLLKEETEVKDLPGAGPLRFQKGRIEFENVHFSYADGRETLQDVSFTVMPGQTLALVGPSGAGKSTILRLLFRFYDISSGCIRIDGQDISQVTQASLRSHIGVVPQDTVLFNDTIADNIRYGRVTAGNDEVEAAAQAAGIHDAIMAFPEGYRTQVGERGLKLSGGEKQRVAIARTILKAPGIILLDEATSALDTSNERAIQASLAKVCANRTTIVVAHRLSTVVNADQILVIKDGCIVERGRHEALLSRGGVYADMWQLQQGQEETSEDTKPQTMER
# HTR2A ag = mouse HTR2A agonism via beta-arrestin recruitment; CHO-K1 mHTR2A beta-arrestin complementation, luminescence; percent of 30 µM serotonin response; AID 624169; activation, % at 7.6 µM; actives 0.66% (n = 360,000); P35363;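 active = activation above a run cutoff, the mean activation of all tested compounds plus 3 SD, cut at about 14% in these data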;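 also: 0% = plate median of compound wells and 100% = 30 µM serotonin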
# MC4R antagonist = blocks human MC4R cAMP signaling; MC4R-expressing cells, MTII-stimulated cAMP, LANCE TR-FRET; inhibition, % at 6.5 µM; actives 0.48% (n = 360,000); AID 540295;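 active = inhibition above its plate's cutoff, the mean of tested wells on that plate plus 3 SD, cut at about 29% in these data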;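 also: 0% = Melanotan II alone and 100% = Melanotan II plus saturating MCL0020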
#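 System – human MC4R-expressing U2OS cells · Also added – Melanotan II · Dosing – one concentration, 6.5 µM nominal · Timing – 30-min compound, 1-h challenge, 1-h detection, room temperature · Measured by – Eu-cAMP/anti-cAMP TR-FRET, emission 671 nm · Replicates – singlicate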
# TLR9-MyD88 inh = inhibitors of human TLR9-MyD88 binding. CHO BLA complementation TLR9-MyD88, CCF4 FRET ratio. actives 0.21% (n = 340,000). Q9NR96+Q99836. AID 504734. inhibition, % at 4.98 µM;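 active = inhibition above the mean over all tested compounds plus 3 SD, cut at about 21% in these data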;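 also: 0% = DMSO only wells and 100% = clavulanate BLA inhibitor control wells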
# MC4R ag barr = agonists of human melanocortin 4 receptor (MC4R) beta-arrestin; AID 540308; U2OS MC4R beta-arrestin complementation, luminescence; percent of melanotan II response, DMSO zero; activation, % at 8.9 µM; actives 0.98% (n = 360,000);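 active = activation above a per-plate cutoff, the mean activation of sample wells on that plate plus 3 SD, cut at about 8% in these data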
# * marks the source's active call; other numbers are inactive results; . = not tested or not shown.
SMILES,Glyco luc inh,ABHD5-PLIN5 inh,NOD2-RIPK2 inh,H9c2 protect,SRC2 inh,ABCB6 inh 2,HTR2A ag,MC4R antagonist,TLR9-MyD88 inh,MC4R ag barr
O=C(CSc1nc2ccccc2s1)NCCCN1CCOCC1,-1.2,5.8,-4.5,-0.3,-7.2,89.0,-0.9,-2.2,7.9,0.4
Cc1nn(-c2ccccc2)c(C)c1/C=C/C(=O)OCC(=O)N(C)C1CCS(=O)(=O)C1 (stereo not given),-2.4,-8.3,-0.1,-2.7,-18.4,85.0,-2.5,-7.8,-20.2,-2.1
COc1ccc(Cl)cc1S(=O)(=O)N1CCN=C1C,-1.4,-6.8,2.9,20.2,2.4,85.0,24.1*,-1.1,-5.9,0.4
CC(C)c1nc2sc3c(SCC(=O)NCc4ccco4)ncnc3c2c2c1CCC2,-0.5,20.8,0.5,-0.4,-17.1,88.0,3.3,8.2,0.3,-0.8
COc1ccc(N(C)S(=O)(=O)c2cccc(C(=O)Nc3cccc(C(=O)NC4CC4)c3)c2)cc1,-2.0,8.3,-1.5,9.6,20.4,95.0,1.4,13.9,-2.9,-1.4
COC(=O)c1ccc2nc(-c3cccc(Br)c3)c(Cc3ccc(OC)cc3C)n2c1,-0.2,7.8,-1.2,3.7,-17.8,103.0,-0.2,.,.,.
O=C(c1cc(-c2cccc(Cl)c2)on1)N1CCCCCC1,2.8,8.2,-3.3,-4.5,-69.2,171.0,-4.5,2.7,8.5,-0.4
CC1NC(C)c2c(ccc3ccccc23)O1 (stereo not given),0.9,5.1,-12.7,-3.7,-6.5,98.0,5.1,-2.6,-16.4,-0.5
O=C(c1cccc(F)c1)N1CCN(Cc2c[nH]c3ccccc23)CC1,-0.6,3.0,-10.2,5.0,.,96.0,-1.0,0.4,0.1,-1.7
CC1CCN(C(=O)CS(=O)(=O)Cc2ccccc2)CC1,-1.3,2.5,-7.2,-6.4,-2.7,102.0,9.2,6.1,-4.3,-1.8
CCOc1ccc(NC(=O)COc2ccc3c(c2)OCO3)cc1,-1.6,6.4,7.4,-2.7,-15.1,97.0,-4.2,7.5,6.2,-0.8
O=C(NC1(C(F)(F)F)NC(=O)N(CC2CCCCC2)C1=O)c1ccco1 (stereo not given),-1.4,-5.0,-14.1,-3.8,16.8,101.0,-0.1,-3.0,1.4,-0.5
C#CC1(NC(=S)Nc2cccc(OC)c2)CCCCC1,0.6,-5.7,-5.6,2.0,-35.4,101.0,4.6,2.6,4.6,-0.8
CC1=NC(C)(C)Cc2cc(C)c(C)cc21,-2.0,-0.8,-0.1,0.3,-36.8,96.0,2.5,0.7,5.8,-4.0
CCCCOc1c(Cl)cc(C(=O)N2CCN(CC(=O)N3CCCC3)CC2)cc1OCC,2.7,12.9,-6.9,-0.1,-2.5,98.0,1.8,-2.3,-5.3,-1.5
Cn1ncc(Cl)c1C(=O)NCC1CCCO1 (stereo not given),-0.8,-4.7,-0.2,-6.8,2.5,102.0,12.5,6.0,-8.0,-1.3
CCOC(=O)c1c(-c2cccs2)csc1NC(C)=O,0.5,-5.0,-12.0,11.0,0.7,96.0,12.1,-3.2,-6.0,-1.5
CCCCCn1c(=O)[nH]c2cc(C(=O)NCCCN3CCC(C)CC3)ccc2c1=O,-6.8,3.4,1.1,4.9,9.9,95.0,-0.3,11.0,3.7,-1.7
Cn1c(=O)c2c(nc3n2CC(O)CN3c2ccc(O)cc2)n(C)c1=O (stereo not given),-1.8,2.6,-5.5,5.5,18.6,101.0,3.0,2.6,-4.9,-0.1
CCOC(=O)c1ccccc1NC(=O)c1ccc2c(=O)n3c(nc2c1)CCCCC3,-3.1,-2.4,-16.5,51.2*,-9.5,101.0,3.3,2.3,12.7,-0.1
CCN(CC)CCN1CCN(c2cncc(-c3ccc4ccccc4c3)n2)CC1,-5.4,-2.1,-5.7,-13.7,-8.1,102.0,-2.5,7.2,.,-0.8
CCCc1nc2cc(CC(=O)OC)ccc2o1,3.1,-1.3,1.4,-4.2,-20.5,101.0,2.6,12.3,-5.0,-1.2
CS(=O)(=O)c1ccc(C(=O)Nc2ccc(-c3nc4ccccc4[nH]3)cc2)cc1,-2.3,-1.1,-3.2,-1.1,-28.1,95.0,7.6,-3.5,1.0,-0.3
CCOC(=O)C1(Cc2cccc(F)c2)CCN(C(=O)C2CCC2)CC1,1.4,-3.3,7.5,10.6,-3.7,104.0,2.6,-0.3,1.4,-0.1
CCOC(=O)C1=C(c2ccccc2)c2ccc(OC)cc2N(S(=O)(=O)C(F)(F)F)C1C(=O)OCC (stereo not given),-0.8,-8.0,-2.2,13.6,-12.1,97.0,-3.3,12.4,-2.6,0.1

# Brought forward from above: 4 entries, followed by the next part.
SMILES,Glyco luc inh,ABHD5-PLIN5 inh,NOD2-RIPK2 inh,H9c2 protect,SRC2 inh,ABCB6 inh 2,HTR2A ag,MC4R antagonist,TLR9-MyD88 inh,MC4R ag barr
CCCc1nc2cc(CC(=O)OC)ccc2o1,3.1,-1.3,1.4,-4.2,-20.5,101.0,2.6,12.3,-5.0,-1.2
CS(=O)(=O)c1ccc(C(=O)Nc2ccc(-c3nc4ccccc4[nH]3)cc2)cc1,-2.3,-1.1,-3.2,-1.1,-28.1,95.0,7.6,-3.5,1.0,-0.3
CCOC(=O)C1(Cc2cccc(F)c2)CCN(C(=O)C2CCC2)CC1,1.4,-3.3,7.5,10.6,-3.7,104.0,2.6,-0.3,1.4,-0.1
CCOC(=O)C1=C(c2ccccc2)c2ccc(OC)cc2N(S(=O)(=O)C(F)(F)F)C1C(=O)OCC (stereo not given),-0.8,-8.0,-2.2,13.6,-12.1,97.0,-3.3,12.4,-2.6,0.1
Cc1cccc(N2CCN(C(=O)C3CC(=O)N(C4CCCC4)C3)CC2)c1C (stereo not given),-1.2,-0.2,-4.2,-3.2,-5.6,92.0,4.9,-0.7,-0.8,-0.2
COc1ccc(C(=O)n2nc(C)c(Br)c2C)cc1OC,-0.2,4.6,-7.2,1.7,0.1,103.0,3.7,0.4,6.1,1.7
COc1ccc(C2NC(=O)CCC2[N+](=O)[O-])cc1 (stereo not given),1.1,1.2,-9.8,2.0,-23.9,96.0,0.5,6.6,8.2,0.8
Cc1ccc(C2C3=C(CCCC3=O)OC3=C2C(=O)CCC3)cc1,-0.9,8.9,2.6,11.6,7.6,98.0,-1.0,-0.8,-7.1,-1.1
C[C@@H]1ON(C)[C@H]2C[C@H]3c4cc(-c5cccc(F)c5)ccc4CCN3C(=O)[C@@H]12,0.1,-0.5,-1.9,14.3,0.8,102.0,-2.4,8.8,-1.9,0.9
Cc1ccc(C2CC(=O)NC3=C2C(=O)CCC3)cc1Br (stereo not given),-1.4,3.9,11.5,-6.8,4.8,103.0,-5.2,6.4,-5.9,-1.2
CCN(CC)CC(O)c1cccn1-c1ccc(CNC(=O)NC(C)C)cc1 (stereo not given),-0.9,0.4,-6.1,2.9,14.2,101.0,-2.0,6.6,-5.8,-1.6
Cc1ccc(-c2nc(=S)c3c(n2Cc2cccnc2)CC(C)(C)OC3)cc1,1.1,-13.2,3.2,3.5,-17.2,93.0,-1.3,7.3,3.5,-0.9
COc1ccc(OC)c(Nc2nc(NCCC(C)C)nc(N)c2[N+](=O)[O-])c1,-1.4,-9.6,-0.2,17.8,-23.7,98.0,-0.3,14.2,-3.3,-0.1
COC(=O)COc1ccc2oc(=O)cc(-c3cc4ccccc4o3)c2c1,1.7,-2.5,9.3,25.7,-26.1,96.0,1.1,-11.1,4.8,15.8*
CC1CC(=O)N(CC(=O)Nc2ccc(F)cc2)c2ccccc2S1(=O)=O (stereo not given),-0.3,-2.9,0.5,2.3,-0.1,93.0,3.0,3.1,5.3,-2.3
Cc1ccccc1C(=O)N1CCC1(C)C(=O)NC(C)C (stereo not given),-5.7,0.3,3.4,0.8,-20.2,88.0,-0.3,11.9,.,0.7
O=C(CSc1ccc(F)cc1)Nc1ccc(N2CCOCC2)c(Cl)c1,-0.2,3.7,5.9,1.3,-26.6,102.0,-5.5,1.5,3.3,-3.2
O=C(C1CC(=O)N(c2ccc(F)cc2)C1)N1CCCCCC1 (stereo not given),1.0,-0.8,-3.0,3.0,-2.8,98.0,7.8,0.0,9.9,-1.6
COC(=O)C[C@H]1c2cc(F)ccc2S(=O)(=O)N1c1ccc(N(C)C)cc1,-6.9,-6.1,-9.2,4.1,-3.6,103.0,0.8,0.8,-3.1,-0.1
O=C(Nc1ccncc1)c1cc(C2CCCCN2C(=O)CCCc2ccccc2)on1 (stereo not given),-0.4,-1.9,4.0,-13.5,19.7,91.0,1.2,-3.1,.,-0.3
Cc1ccc(Nc2n[nH]c(C)c2[N+](=O)[O-])cc1C,-9.4,4.4,-7.2,-11.4,-71.8,86.0,3.1,-7.2,-13.2,-2.4
CCN(CC)CCN1C(=O)C(=O)/C(=C(/O)c2c(C)[nH]c(C(=O)OC)c2C)C1c1ccc(OC)cc1 (stereo not given),-0.1,-5.1,5.4,-2.8,19.4,96.0,3.6,-1.5,-4.4,-1.6
CCCOc1ccc(C2c3c(oc4ccccc4c3=O)C(=O)N2CCCN2CCOCC2)cc1 (stereo not given),2.2,5.1,-4.4,15.4,-6.1,96.0,-5.9,10.2,-3.9,-0.1
Cc1nc(-c2ccc(F)cc2)c(CC(=O)N2CCN(S(=O)(=O)c3ccc(F)cc3)CC2)s1,-2.3,-6.3,-9.5,3.3,-2.2,95.0,-6.6,3.3,-4.2,-1.6
CO[C@H]1CN(C)C(=O)c2ccc(NC(=O)NC(C)C)cc2OC[C@H](C)NC[C@H]1C,.,-2.0,6.5,.,-8.6,.,1.8,.,.,.
CSc1nc2ccc(NS(=O)(=O)c3ccc(CNC(C)=O)cc3)cc2s1,0.4,-5.2,-3.9,-12.4,-22.0,99.0,0.7,9.9,-2.1,-2.3
O=C(/C=C/c1c(Cl)nc2ccccn12)N1CCCCC1,-1.0,5.5,1.4,-1.7,-32.4,97.0,2.8,5.2,-7.2,-1.2
c1ccc(C[C@H]2CNCCN2CC2CCCCC2)cc1,2.0,5.3,7.4,-8.9,-6.9,96.0,0.0,-5.6,-6.1,1.3
CC(O)[C@H]1CNC(=O)C(=O)N1CC1(c2ccccc2)CC1 (stereo not given in full),-0.6,-2.2,-0.8,7.2,12.3,99.0,1.0,4.6,4.2,-1.1
c1cc(C(c2nnnn2C2CCCCC2)N2CCN3CCCC3C2)ccn1 (stereo not given),1.8,-1.9,-8.3,1.9,-14.0,96.0,1.1,9.9,-0.8,-1.6
CCOc1ccc(S(=O)(=O)N(CC(=O)N/N=C/c2cccs2)c2ccc(C)cc2)cc1,-2.3,-5.6,-5.6,-3.7,14.3,95.0,4.2,4.1,-1.9,2.3
Cc1cccc(-n2ncc3c2CCCC3NC(=O)C2(C(N)=O)CC2)c1C (stereo not given),1.1,-2.1,2.0,-15.7,27.5,84.0,14.9*,-2.0,3.8,-1.0

# From PubChem

# Not all compounds are listed, so the mix of outcomes need not match the whole.
